Yeast tox: Inhibits yeast growth, turbidity readout; S. cerevisiae wild-type growth, A595 turbidity, 16 h; growth inhibition, % at 25 µM (by protocol); 30,000 tested, 0.3% active; AID 685;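 active means mutant and wild-type yeast strains alike exhibit over 30% growth inhibition; inconclusive means a strain exceeds 50% while the second remains under 30%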;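 further: 0% = untreated cell controls and 100% = YPD media blanks without cells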
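system = S. cerevisiae wild-type or eIF2Bepsilon-R284H mutant strain | buffer or medium = YPD medium | dosing = one dose, 25 µM compound, 0.2% DMSO | schedule = 16 h at 30 °C | measured by = A595 turbidity | evaluation = growth inhibition (%) versus cell controls and blanks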
eIF2B yeast act: modulators of yeast eIF2B activity; 27,000 tested, 0.91% active; S. cerevisiae eIF2B-epsilon R284H, GCN4-lacZ luminescence; AID 688; inhibition, % at 25 µM (by protocol);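 active means mutant luminescence inhibited past about 50% while wild type luminescence and mutant growth stay under set limits, limit read from the data; inconclusive means mutant versus wild type luminescence inhibition gap past a set limit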; further: some compounds called inactive have numbers as strong as hits
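Times: 16 h growth with compound at 30 °C, 90 min Beta-Glo step; Assay system: yeast eIF2B-epsilon R284H mutant carrying GCN4–beta-galactosidase fusion; Measure: % inhibition of reporter signal and growth versus controls; Dosing: one concentration, 25 µM, 0.25% DMSO; Buffer or medium: YPD yeast growth medium; Measured by: Beta-Glo luminescence plus absorbance at 595 nm.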
Yeast tox inhibition %: recorded beside Yeast tox, whose call it bears; growth inhibition, %; S. cerevisiae eIF2Bepsilon-R284H mutant growth, A595 turbidity, 16 h;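 each compound tested once at 25 µM; 0% equals untreated cells and 100% equals cell-free medium blanks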
eIF2B yeast act mutant toxicity: also measured in eIF2B yeast act; calls as there; growth inhibition, %; measured here: mutant yeast growth, toxicity;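 each compound tested once at 25 µM; zero equals untreated control growth and 100 equals blank medium absorbance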
* = called active by the depositor; ? = inconclusive; . = not tested or not shown.

SMILES | Yeast tox | Yeast tox inhibition % | eIF2B yeast act | eIF2B yeast act mutant toxicity
CC(C)NCC(=O)NC12CC3CC(CC(C3)C1)C2 | -7 | 10 | . | .
O=C(NCc1ccccc1)C(c1ccc(F)cc1)N(Cc1ccc2c(c1)OCO2)C(=O)Cn1nnc(-c2cccs2)n1 (configuration not stated) | -1 | -7 | . | .
Cc1ccc(-n2[nH]c(C)c(C=Nc3cc(C)ccn3)c2=O)cc1 | 17 | -9 | 16 | -9
COc1cccc(NC(=O)c2ccc(NC(C)=O)cc2)c1 | 7 | 23 | 17 | 23
CCOCCOC(=O)C1=C(C)N(C)C(=O)NC1c1cc(Cl)c(O)c(OC)c1 (configuration not stated) | 13 | 26 | 23 | 26
COc1ccccc1CN1CCN(S(=O)(=O)c2ccccc2)CC1 | 1 | 2 | -7 | 2
Cc1cc2cc(CNC(=O)c3ccc4c(c3)OCO4)ccc2[nH]1 | 4 | 3 | 25 | 3
CCOC(=O)C(C)Sc1nnc(-c2ccccc2O)n1Cc1ccccc1 (configuration not stated) | . | . | -17 | .
Cc1cnc(C(=O)Nc2ccc(F)cc2)cn1 | 15 | -6 | 19 | -6
COC(=O)NC(Nc1sc2c(c1C(N)=O)CCCC2)(C(=O)OC)C(F)(F)F (configuration not stated) | -2 | -8 | 45 | -8
CNC(=O)c1c(N)sc2c1CCCCC2 | 0 | 10 | 16 | 10
COc1ccc(CNc2nc3nc4c(c(=O)n3[nH]2)CCC4)cc1 | 22 | 20 | . | .
CC(=O)c1cnc(N(C)C)s1 | -4 | -4 | 31 | -4
COCC(=O)c1[nH]c2ccccc2c1C | 29 | 19 | 9 | 19
COCCn1c(=S)[nH]c2cc(C(=O)NCC3CCCO3)ccc2c1=O (configuration not stated) | 4 | -3 | 14 | -3

Single records (already shown). Screens in order: Yeast tox, Yeast tox inhibition %, eIF2B yeast act, eIF2B yeast act mutant toxicity
`COc1ccc(CNc2nc3nc4c(c(=O)n3[nH]2)CCC4)cc1` is listed as 22, 20, ., .
`COCC(=O)c1[nH]c2ccccc2c1C` is listed as 29, 19, 9, 19

New compounds follow
SMILES | Yeast tox | Yeast tox inhibition % | eIF2B yeast act | eIF2B yeast act mutant toxicity
CCOC(=O)c1c(C)[nH]c(C(=O)OCC(=O)NC2CCS(=O)(=O)C2)c1C (configuration not stated) | 5 | 20 | . | .
Cn1c(=O)c2c(nc(NCCO)n2C)n(C)c1=O | 3 | 9 | 34 | 9
Cc1nn(CCC(=O)NNC(=S)Nc2ccc(F)cc2)c(C)c1[N+](=O)[O-] | -4 | -16 | -8 | -16
Cc1cccc(C(=O)Nc2ccc(O)cc2)c1 | 2 | -9 | 36 | -9
CCOC(=O)c1[nH]c(C)c(CN(CCc2ccccc2)C(=O)CCC(=O)O)c1C | 7 | 7 | 8 | 7
CCNC(=O)NC1(C(=O)Nc2ccc3c(c2)OCCO3)CCCCC1 | 26 | -9 | 3 | -9
CCCn1c(SCC(=O)Nc2nnc(C(C)C)s2)nc2c1c(=O)n(C)c(=O)n2C | -57 | -50 | 0 | -50
CCCCCNC(=O)CCc1ccccc1 | -3 | -19 | -15 | -19
CCOC(=O)Nc1ccc(Oc2ccccc2)cc1 | 16 | 17 | 9 | 17
CCOC(=O)CSc1nnc(Cc2ccccc2)n1-c1cccc(Cl)c1 | -1 | -23 | -10 | -23
CC1CCc2c(C(=O)Nc3nccs3)csc2C1 (configuration not stated) | 21 | 29 | 11 | 29
CCOC(=O)c1c(CN2CCCCC2C)oc2ccc(OC)cc12 (configuration not stated) | 2 | 0 | 17 | .
COc1ccc(C(=O)CSc2nncn2C)cc1 | 1 | 10 | . | .
COc1cc(S(=O)(=O)N2CCCCC2)ccc1NC(=O)c1ccccc1Cl | 17 | 8 | 15 | 8
CCn1c(SCC(=O)C(C)(C)C)nnc1-c1ccccn1 | -13 | 7 | -9 | 7
Cc1cccc(NC(=O)C2CC(O)CN2C(=O)OCc2ccccc2)c1 (configuration not stated) | 6 | 17 | 11 | 17
CCCC1(C(=O)OCC)NC(c2ccc(OC)cc2OC)C2C(=O)N(c3ccccc3)C(=O)C21 (configuration not stated) | . | . | 4 | .
O=C(Nc1ccc(-c2nc3ccccc3o2)cc1)c1ccc(N2C(=O)C3C4C=CC(C4)C3C2=O)cc1 (configuration not stated) | -15 | -5 | . | .
CCOc1cc(-c2cc(-c3ccc(OC)cc3)nc(N)c2C#N)ccc1O | 17 | 42 | . | .
CCSc1nc(C)c(CC)c(C)c1C(N)=O | . | . | 21 | .
Cc1cc(NC(=O)CSc2nc3cc4c(cc3c(=O)n2CCc2ccccc2)OCO4)no1 | -27 | -31 | 18 | -31
Cc1onc(-c2ccccc2Cl)c1C(=O)Nc1ccccc1 | . | . | 11 | .
Cn1c(SCC(=O)N2CCCc3ccccc32)nnc1-c1cccs1 | 10 | 0 | 26 | .
CCc1nc2scc(-c3ccccc3)c2c(=O)n1N | -4 | -9 | 3 | -9
COc1ccc(O)c(-c2cc(-c3cccs3)[nH]n2)c1 | 24 | 21 | 18 | 21
CCCOc1ccccc1-c1nc(SCCC(=O)O)n[nH]1 | 5 | -4 | 5 | -4
Cc1ccccc1N1C(=O)CC(N2CCC(C(N)=O)CC2)C1=O (configuration not stated) | 3 | -6 | -4 | -6
COc1cccc(C2NC(=O)NC(C)=C2C(=O)Nc2cccc(C)c2C)c1 (configuration not stated) | -7 | -9 | 4 | -9
Cc1ccc(C(=O)C2C(c3cccs3)NC(=O)NC2(O)C(F)(F)F)cc1 (configuration not stated) | . | . | -17 | .
COC(=O)C1C(c2ccccc2)C(C(=O)N2CCOCC2)C1c1ccccc1 (configuration not stated) | 7 | 13 | 45 | 13
COc1ccc(NC2c3ncccc3C(=O)N2Cc2ccccc2)c(OC)c1 (configuration not stated) | 8 | 0 | 4 | .
COC(=O)Cc1c(C)c2ccc(O)c(CN3CCCC(C)C3)c2oc1=O (configuration not stated) | 5 | 20 | . | .
CC(NC(=O)Nc1cccnc1)(C(F)(F)F)C(F)(F)F | 20 | 11 | 13 | 11
O=C(CSc1nc2ccccc2[nH]1)Nc1ccccc1F | 15 | 22 | 18 | 22
Clc1cccc(CSc2nnc(-c3cccnc3)n2Cc2ccco2)c1 | 4 | -3 | -10 | -3
COc1cccc(CNC(=O)c2ccc(NC(=O)C3CCCO3)cc2)c1 (configuration not stated) | 25 | -29 | 18 | -29
Cc1noc(NS(=O)(=O)c2ccc(NC(=O)CSc3nc4ccccc4s3)cc2)c1C | -7 | 7 | 33 | 7
CCOC(CNC(=O)CCc1c(C)nc2ncnn2c1C)OCC | 20 | 5 | . | .
c1ccc2c(c1)nnn2-c1ncnc2sc3c(c12)CCCC3 | 15 | 11 | . | .
CC(C)NC(=O)CC1OC(=O)c2ccccc21 (configuration not stated) | -4 | 10 | -41 | 10
O=C(Nc1cccc2ccccc12)N1CCc2ccccc2C1 | 7 | -7 | . | .
CC(C)CC(=O)NN(C)c1nc(-c2ccccc2)nnc1C(F)(F)F | -9 | 18 | 17 | 18
CCOC(=O)C(=CNc1cc(C)nn1-c1ccc(C)cc1)C(=O)OCC | 0 | -3 | 15 | -3
CC(C)(C)c1cc(C(=O)NCc2ccccc2)ccn1 | -12 | 4 | -17 | 4
CCOc1cc(Br)ccc1S(=O)(=O)N1CC(C)OC(C)C1 (configuration not stated) | 22 | 14 | 17 | 14
O=C(NCc1cccnc1)c1ccc(CS(=O)(=O)c2ccc(Cl)cc2)o1 | 6 | 9 | 11 | 9
Cc1nc(Oc2cccc(Cl)c2)c2oc3ccccc3c2n1 | 7 | -6 | -67 | -6
COc1ccc(-c2nn(C)c3sc(C(=O)N4CCOCC4)cc23)cc1OC | 13 | 7 | 19 | 7
COc1ccccc1-c1cc(-c2cc(Cl)ccc2O)n[nH]1 | 2 | -7 | 0 | -7
CCCCc1[nH]c(=O)c(C#N)c2c1CCCC2 | -16 | -35 | 28 | -35
O=c1c2c3c(sc2nc2n1CCCCC2)CCCC3 | -8 | 5 | 19 | 5
Cc1ccc(S(=O)(=O)NCC(C)NS(C)(=O)=O)cc1 (configuration not stated) | 43 | 1 | -24 | 1
CCOC(=O)c1sc(C)c(C(N)=O)c1NC1=NCCCCC1 | 18 | 4 | 1 | 4
Cc1noc(C)c1C(=O)Nc1ccccn1 | 14 | -7 | . | .
O=C1NC(=O)C2C3c4ccccc4C(c4ccccc43)C12 (configuration not stated) | . | . | -28 | .
CCCSc1ncc(Cl)c(C(=O)Nc2ccc(S(=O)(=O)N3CC(C)OC(C)C3)cc2)n1 (configuration not stated) | 27 | 8 | . | .
CCCCCc1c(O)nc(SCC(=O)O)[nH]c1=O | -6 | -5 | 17 | -5
COc1ccc(NC(=O)Nc2nnc(C(C)C)s2)cc1 | -22 | 5 | -13 | 5
CCc1ccc2c(c1)/C(=C/C(=O)c1cccs1)C(=O)N2 | -6 | 20 | -7 | 20
FC(F)(F)c1ccc2nnc(-c3c(Cl)cccc3Cl)n2c1 | 8 | 5 | -47 | 5

Already shown: an excerpt of the list.
SMILES | Yeast tox | Yeast tox inhibition % | eIF2B yeast act | eIF2B yeast act mutant toxicity
CC(C)NCC(=O)NC12CC3CC(CC(C3)C1)C2 | -7 | 10 | . | .
O=C(NCc1ccccc1)C(c1ccc(F)cc1)N(Cc1ccc2c(c1)OCO2)C(=O)Cn1nnc(-c2cccs2)n1 (configuration not stated) | -1 | -7 | . | .
Cc1ccc(-n2[nH]c(C)c(C=Nc3cc(C)ccn3)c2=O)cc1 | 17 | -9 | 16 | -9
COc1cccc(NC(=O)c2ccc(NC(C)=O)cc2)c1 | 7 | 23 | 17 | 23
CCOCCOC(=O)C1=C(C)N(C)C(=O)NC1c1cc(Cl)c(O)c(OC)c1 (configuration not stated) | 13 | 26 | 23 | 26
COc1ccccc1CN1CCN(S(=O)(=O)c2ccccc2)CC1 | 1 | 2 | -7 | 2
Cc1cc2cc(CNC(=O)c3ccc4c(c3)OCO4)ccc2[nH]1 | 4 | 3 | 25 | 3
CCOC(=O)C(C)Sc1nnc(-c2ccccc2O)n1Cc1ccccc1 (configuration not stated) | . | . | -17 | .
Cc1cnc(C(=O)Nc2ccc(F)cc2)cn1 | 15 | -6 | 19 | -6
COC(=O)NC(Nc1sc2c(c1C(N)=O)CCCC2)(C(=O)OC)C(F)(F)F (configuration not stated) | -2 | -8 | 45 | -8
CNC(=O)c1c(N)sc2c1CCCCC2 | 0 | 10 | 16 | 10
COc1ccc(CNc2nc3nc4c(c(=O)n3[nH]2)CCC4)cc1 | 22 | 20 | . | .
CC(=O)c1cnc(N(C)C)s1 | -4 | -4 | 31 | -4
COCC(=O)c1[nH]c2ccccc2c1C | 29 | 19 | 9 | 19
COCCn1c(=S)[nH]c2cc(C(=O)NCC3CCCO3)ccc2c1=O (configuration not stated) | 4 | -3 | 14 | -3
CCOC(=O)c1c(C)[nH]c(C(=O)OCC(=O)NC2CCS(=O)(=O)C2)c1C (configuration not stated) | 5 | 20 | . | .

Additional structures:
SMILES | Yeast tox | Yeast tox inhibition % | eIF2B yeast act | eIF2B yeast act mutant toxicity
Cc1c(NC(=O)c2cnn3c2NC(c2ccc(Br)cc2)CC3C(F)(F)F)c(=O)n(-c2ccccc2)n1C (configuration not stated) | -9 | -4 | 2 | -4
CCC(C)N1C(=O)/C(=C/c2c(NCCCOC(C)C)nc3c(C)cccn3c2=O)SC1=S (configuration not stated) | 12 | -19 | 19 | -19
CC1(C)CC(C#N)(N2CCOCC2)CCO1 (configuration not stated) | 7 | 9 | 2 | 9
CC1(C)CC(NC(=O)C23CCC(C)(/C(=N/O)C2)C3(C)C)CC(C)(C)N1 (configuration not stated) | -10 | 14 | 2 | 14
CCCC(=O)Nc1ccc(Cl)c(NC(=O)c2cccnc2Cl)c1 | 9 | 0 | -24 | .
CCc1ccc(C(C)NC(=O)Cn2cnc3c(=O)n(C)c(=O)n(C)c32)cc1 (configuration not stated) | 10 | -3 | 25 | -3
O=C(CN1C(=O)NC2(CCCc3ccccc32)C1=O)NCc1ccco1 (configuration not stated) | 0 | -29 | -24 | -29
Cc1ccc(OCCn2ccc(=O)[nH]c2=O)cc1C | 6 | 7 | 13 | 7
CCOc1ccc2nc(NC(=O)CSc3nc4c(c(=O)n(C)c(=O)n4C)n3CC)sc2c1 | -4 | -4 | 9 | -4
Cc1oc(C)c(C(=O)Nc2ccc(CC(=O)O)cc2)c1C(=O)Nc1ccc(CC(=O)O)cc1 | -8 | -20 | -6 | -20
CCC(C)OC(=O)C1=C(C)NC(=O)NC1c1ccc(F)cc1 (configuration not stated) | 4 | 10 | 14 | 10
Cc1ccc(-c2nnc(-c3ccc(NC(=O)c4ccco4)cc3)o2)cc1 | -22 | -12 | 0 | -12
O=C(c1csc2c1CCCC2)N1CCN(c2ccc(F)cc2)CC1 | -3 | -25 | 30 | -25
COc1ccc(C(c2sc3nc(C)nn3c2O)N2CCC3(CC2)OCCO3)cc1 (configuration not stated) | ? | . | 1 | 18
Cc1csc(NC(=O)c2sc3nc(-c4cccs4)ccc3c2N)n1 | -22 | 8 | -4 | 8
COc1ccccc1N1CCN(C(=O)c2cn(-c3ccccc3)nc2-c2cccnc2)CC1 | 0 | 14 | -16 | 14

An excerpt. The share of hits here may be higher or lower than overall.
